# From PubChem
# PTAP TSG101 blk: qHTS Assay for Iinhibitors of HIV-1 Budding by Blocking the Interaction of PTAP/TSG101 | Tumor susceptibility gene 101 protein (Homo sapiens), Q99816 | Fluorescence polarization, FITC-PTAP peptide / Tsg101 binding | Potency, µM (top dose mostly 115 µM), for the others: at the highest dose activity change, negative = inhibition, most hits filed as inhibitors | 340,000 tested, under 10 active | AID 493005, 2010; active means well fitted inhibition curve with a large enough effect in the main read-out, with a control signal flat, not every such curve was filed as active; inconclusive means small, poorly fitted or top-dose-only effect, or effect the other way, or a change in a side signal; inactive means no such curve, though single readings can be large or run the other way; further: potency means the concentration at half of the fitted maximal effect; % of control where 0% means no effect
# Target sequence (Q99816 whole entry, looked up): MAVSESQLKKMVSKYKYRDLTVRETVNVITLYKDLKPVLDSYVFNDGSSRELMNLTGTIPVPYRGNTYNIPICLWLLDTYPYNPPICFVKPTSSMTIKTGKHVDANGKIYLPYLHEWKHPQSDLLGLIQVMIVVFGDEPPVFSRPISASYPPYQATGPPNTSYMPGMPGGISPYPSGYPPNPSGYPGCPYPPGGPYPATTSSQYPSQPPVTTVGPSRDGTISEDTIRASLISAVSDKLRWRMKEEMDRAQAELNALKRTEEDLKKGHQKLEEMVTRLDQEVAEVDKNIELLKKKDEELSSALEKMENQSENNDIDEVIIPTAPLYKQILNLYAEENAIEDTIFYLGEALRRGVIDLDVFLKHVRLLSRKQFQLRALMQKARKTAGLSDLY
#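 Compounds were pin-transferred onto Tsg101 binding domain (10 uM final) in HEPES pH 7.5 buffer, then FITC-PTAP peptide was added at 50 nM final. After 20 min at RT, polarization reported peptide displacement across a qHTS concentration series.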
# CXXC DNA block: qHTS Fluorescence Polarization Assay for Inhibitors of MLL CXXC domain - DNA interaction | MLL-CXXC / FITC-HOXA9 DNA fluorescence polarization | Potency, µM (titrated, usually from 115 µM), for inactives: at the highest dose activity change, negative = inhibition, actives largely listed as inhibitors | hit rate 0.037% among 290,000 | AID 2662, 2010; active means well fitted inhibition curve with a large enough effect in the polarisation, with a control signal flat, not every such curve was filed as active; inconclusive means small, poorly fitted or top-dose-only effect, or effect the other way, or a change in a side signal; inactive means no such curve, though single readings can be large or run the other way; the % refers to the polarisation; further: potency means the concentration at half of the fitted maximal effect
#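 Fluorescence polarization: 7 uM MLL-CXXC (stock) preincubated 5 min with compounds, then 50 nM fluorescein-HOX-A9 DNA (stock) added; 30 min ambient. Buffer 50 mM Tris-HCl pH 7.5, 50 mM NaCl, 1 mM DTT, 0.05% BSA.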
# p53 reactivation: qHTS assay for re-activators of p53 using a Luc reporter. H1299 p53-A138V BP100-luciferase reporter, luminescence, 24 h. Potency, µM (doses to about 92.2 µM), without a hit: at the top dose activity change, positive = activation, hits mostly activators. hit rate 0.063% among 320,000. AID 504706, 2011; further: potency means the concentration at half of the fitted maximal effect; % of control where 0% means no effect; nearly all actives have a fitted effect of over 45% in size
#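 H1299 (p53-null), stable ts p53-A138V + BP100-Luc; 1000 cells/well, Opti-MEM/10% FBS; cpd 4 pt, 1:5; 24 h, 37 deg C, 5% CO2; detection reagent 10 min RT; luminescence.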
# A-T KAP1 phos: qHTS Assay for Identifying a Potential Treatment of Ataxia-Telangiectasia | […] A-T fibroblasts, KAP-1 phosphorylation AlphaLISA; neocarzinostatin DNA damage 30 min before lysis | Potency, µM (highest dose often 57.5 µM), for inactives: at the top dose activation, hits mostly activators | hit rate 0.19% among 320,000; further: potency means the concentration at half of the fitted maximal effect; % of control where 0% means no effect; nearly all actives have a fitted effect of over 45% in size
#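 ATM-like activity read as KAP-1 phosphorylation via AlphaLISA donor/acceptor antibody pairs after lysis and 6 hr at 25C. Cells were ATM-null patient fibroblasts ([…], hTERT), dosed 60 min, then exposed to the DSB inducer NCS for 30 min.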
# ELG1 DNA repair: qHTS screen for small molecules that inhibit ELG1-dependent DNA repair in human embryonic kidney (HEK293T) cells expressing luciferase-tagged ELG1; HEK293T ELG1-luciferase reporter, luminescence, 16 h; DNA damage induced by 5-fluorouridine; AID 504467, 2011; hit rate 2.3% among 330,000; Potency, µM (highest dose often 46.1 µM), without a hit: at the top dose activity change, negative = inhibition, most hits filed as inhibitors; further: potency means the concentration at half of the fitted maximal effect; on the % scale 0 is the no-effect control and ±100 the full control effect; nearly all actives have a fitted effect of over 55% in size
#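 In this reporter screen, reduction of luminescence relative to DMSO vehicle indicated activity. Compounds and 5-fluorouridine were added together to 2,000 cells per well, incubated for 16 hr at 37 °C, then developed with ONE-Glo.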
# TCR activator: Activators of T cell receptors: qHTS campaign; AID 504894, 2011; primary human leukocytes, anti-CD3, IL-2 HTRF, 48 h; Potency, µM (titrated, usually from 9.22 µM), without a hit: at the top dose activation of IL-2 secretion, hits mostly activators; 330,000 tested, under 10 active; further: % of control where 0% means no effect
#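 1) Mix primary human leukocytes, a-CD3 beads and compound. 2) Incubate 48 hr. 3) Add HTRF IL-2 reagents (a-IL-2-K, a-IL-2-d2).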
# B2AR arrestin: qHTS assay of beta-arrestin-biased ligands of beta2-adrenergic receptor. beta-arrestin recruitment to beta2AR, cell-based reporter. hit rate 0.02% among 330,000. Beta-2 adrenergic receptor (Homo sapiens), P07550. Potency, µM (series often up to 46.1 µM), inactives show at the highest dose activation, actives largely listed as activators;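 further: potency means the concentration at half of the fitted maximal effect; 0% = DMSO controls and full agonism = EC100 isoproterenol or metaproterenol; nearly all actives have a fitted effect of over 65% in size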
# Target sequence (P07550 whole entry, looked up): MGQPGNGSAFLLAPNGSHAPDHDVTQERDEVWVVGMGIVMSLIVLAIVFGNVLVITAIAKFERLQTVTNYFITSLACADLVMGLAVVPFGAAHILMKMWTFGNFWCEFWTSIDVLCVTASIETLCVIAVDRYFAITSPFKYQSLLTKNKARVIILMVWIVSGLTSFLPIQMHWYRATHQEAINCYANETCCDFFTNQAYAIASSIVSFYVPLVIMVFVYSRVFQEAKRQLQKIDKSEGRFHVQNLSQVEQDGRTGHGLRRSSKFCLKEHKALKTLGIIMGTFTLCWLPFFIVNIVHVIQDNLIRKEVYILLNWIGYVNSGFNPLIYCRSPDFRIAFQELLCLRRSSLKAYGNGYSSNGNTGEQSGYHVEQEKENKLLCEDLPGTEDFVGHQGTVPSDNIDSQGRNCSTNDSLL
# BRCA1 expr act: qHTS Assay to Identify Small Molecule Activators of BRCA1 Expression; Potency, µM (series often up to 46.1 µM), for the others: at the highest dose activation, hits mostly activators; hit rate 1.1% among 380,000; MCF7-BRCA1-FFLuc reporter, luminescence, 48 h; response scale: scaled: vehicle 0%, 10 µM genistein 100%; further: potency means the concentration at half of the fitted maximal effect; nearly all actives have a fitted effect of over 80% in size; some results filed as inactive show a strong effect at the top dose
#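 MCF7 cells carrying a BRCA1-firefly luciferase reporter (2000 cells/well, phenol-red free MEM) were attached for 2 h at 37 °C, then given compounds for 48 h. Luminescence was read 15 min after luciferase reagent; activity normalized to genistein (10 microM) and DMSO.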
# TRPV1 ag: HTS Assay for Compounds that Act as Agonists of the Vanilloid Receptor 1; Transient receptor potential cation channel subfamily V member 1 (Homo sapiens), Q8NER1; TRPV1-expressing cells, Fluo-8 calcium influx, agonist mode; activation, % at 8.33 µM; hit rate 0.19% among 320,000; AID 540275, 2011; in the data active means activation above about 80%; inconclusive means between about 30% and that limit; further: 0% is about no effect
#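 Fluo-8 calcium influx in TRPV1-expressing cells, kinetic read (ex 480/em 520 nm). Compound added and read 3 min for agonist activity, followed by capsaicin at EC20 final and 2 min further read for enhancement.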
# a7 integrin act: qHTS for Activators of Integrin-Mediated Alleviation for Muscular Dystrophy; alpha7betagal myoblasts, beta-gal FDG fluorescence, 48 h; Potency, µM (series often up to 38.3 µM), without a hit: at the highest dose activation, hits mostly activators; hit rate 0.064% among 350,000;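 further: potency means the concentration at half of the fitted maximal effect; 100% = response of the positive control SU9516; nearly all actives have a fitted effect of over 60% in size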
#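 alpha7betagal+/- myoblasts (passage 13, 250/well) treated 48 h at 37C with compounds at 1:260 dilution of DMSO stock. Lysed, then beta-galactosidase activity read as FDG fluorescence (ex 480/em 540) after 30 min, with pre-read for autofluorescence.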
# Numbers without * were called inactive; ? = inconclusive; / = no result given; [ ] = another dose, or the depositor's remark. Unless noted, the call rests on the fitted dose curve; in most records, active means well fitted curve in the direction sought with a large enough effect; inconclusive means small, poorly fitted or top-dose-only effect, or another doubt; inactive means no such curve, though single readings can be large; an effect the other way counts as inactive or inconclusive. Random draw from the library, and some 3.8% of all compounds hit somewhere here.
smiles,PTAP TSG101 blk,CXXC DNA block,p53 reactivation,A-T KAP1 phos,ELG1 DNA repair,TCR activator,B2AR arrestin,BRCA1 expr act,TRPV1 ag,a7 integrin act
CCn1c2ccccc2c2cc(NC(=O)COc3ccc(OC)cc3)ccc21,-6%,18%,-4%,-2%,-2%,-3%,-0.8%,-5%,/,-33%
COCCCNC(c1ccccc1)c1ccncc1 (centres undefined),0%,11%,-3%,7%,-7%,-3%,0.4%,-19%,0,-6%
COc1ccccc1NC(=O)N1CCCC1C(=O)NCc1ccc2c(c1)OCO2 (centres undefined),-1%,-2%,-4%,2%,12%,6%,-0.9%,-1%,0,-5%
Cc1ccn2cc(CCNC(=O)COc3ccccc3)nc2c1,-3%,2%,-3%,-12%,?,-1%,-0.3%,10%,4,-10%
CCN(CC)CCN(C(=O)c1cccc(N2C(=O)CCC2=O)c1)c1nc2cc3c(cc2s1)OCO3,-1%,8%,4%,-4%,5%,5%,-0.3%,70%,0,14%
O=C(NNC(=S)NC(=O)c1cccs1)c1ccc(O)cc1,-5%,-7%,-3%,-8%,-1%,-5%,0.0%,18%,6,-12%
CC(C)(C)C1N=C(c2ccc3ccccc3c2)OC1=O (centres undefined),1%,/,3%,-6%,?,1%,-1.0%,40%,2,23%
COc1ccc(CCN2C(=NC(=O)CC(C)C)SC3CS(=O)(=O)CC32)cc1OC (centres undefined),-4%,0%,0%,3%,0%,3%,-0.7%,-21%,-7,-18%
CC#CCCCC(=O)Nc1cccc(C(=O)O)c1,-2%,-3%,10%,1%,?,-2%,-0.9%,?,2,23%
COc1ccc(NC(=O)C/C(C)=N/NC(=O)COc2ccc(OC)cc2)cc1,-4%,-3%,-4%,-4%,10%,2%,-0.7%,1%,-1,4%
O=C(O)CS(=O)(=O)CC(=O)O,1%,-1%,0%,5%,-10%,-11%,2.7%,-1%,-1,22%
O=C(CSc1nnc(CNC(=O)c2ccccc2)o1)Nc1ccc2c(c1)OCO2,/,1%,22%,-1%,1%,-1%,0.1%,-34%,-1,15%
CC(=O)Nc1ccc(NC(=O)CSc2nc3ccccc3o2)cc1,0%,-3%,29%,-6%,?,1%[46.1 µM],-0.4%,107%,?,-18%
CC(NC(=O)c1ccc(Br)cc1)c1ccc2c(c1)CCCC2 (centres undefined),0%,?,-10%,5%,-15%,-2%[46.1 µM],3.8%,-14%,?,9%
Cc1ccc(N(CC(=O)NCc2ccccc2)C(=O)c2csnn2)c(C)c1,-3%,29%,-4%,-3%,1%,3%,0.1%,-14%,-2,-15%
COc1ccc(CC(=O)N2CCN(c3ccccc3OC)CC2)cc1,-1%,2%,-4%,12%,0%,3%,0.2%,3%,19,20%
Cc1ccc(-c2n[nH]c(=S)n2/N=C/c2cccn2C)cc1,0%,-2%,-7%,-4%,21%,0%,-0.3%,-10%,9,3%
CC1(C)C(=O)Nc2ccccc2N1C(=O)COc1ccc(S(=O)(=O)N2CCOCC2)cc1Cl,0%,3%,-7%,12%,?,2%,0.3%,1%,0,1%
COc1cc2c(cc1C=O)OC(C)C2 (centres undefined),-3%,-1%,2%,0%,9%,-6%,-0.2%,1%,-1,-6%
Cn1cccc1C(=O)NCc1ccc(S(N)(=O)=O)cc1,0%,4%,2%,-4%,1%,1%,-0.2%,-20%,1,0%
Cc1cc(C(=O)N(C)C2CCCCC2)no1,-7%,-7%,-2%,6%,11%,1%,-0.9%,-17%,11,8%
O=C(Cc1ccccc1)Nc1nnc(-c2cccs2)s1,-1%,21%,?,4%,?,7%,-0.4%,55%,-4,5%
CCOC(=O)N1CCC(n2c(SCC(=O)NCCc3ccc(S(N)(=O)=O)cc3)nc3ccccc3c2=O)CC1,-1%,3%,2%,0%,10%,-6%,-0.2%,-7%,17,0%
COc1ccc(S(=O)(=O)NCc2csc(-c3cccnc3)n2)cc1,0%,3%,-1%,-1%,-1%,-8%,-0.3%,0%,-4,0%

# Part of the list above in order of length of the SMILES, highest first.
smiles,PTAP TSG101 blk,CXXC DNA block,p53 reactivation,A-T KAP1 phos,ELG1 DNA repair,TCR activator,B2AR arrestin,BRCA1 expr act,TRPV1 ag,a7 integrin act
COc1ccc(NC(=O)C/C(C)=N/NC(=O)COc2ccc(OC)cc2)cc1,-4%,-3%,-4%,-4%,10%,2%,-0.7%,1%,-1,4%
Cn1cccc1C(=O)NCc1ccc(S(N)(=O)=O)cc1,0%,4%,2%,-4%,1%,1%,-0.2%,-20%,1,0%
CC(C)(C)C1N=C(c2ccc3ccccc3c2)OC1=O (centres undefined),1%,/,3%,-6%,?,1%,-1.0%,40%,2,23%

# The list goes on:
smiles,PTAP TSG101 blk,CXXC DNA block,p53 reactivation,A-T KAP1 phos,ELG1 DNA repair,TCR activator,B2AR arrestin,BRCA1 expr act,TRPV1 ag,a7 integrin act
CC(=O)NC(C)CCc1ccccc1 (centres undefined),-1%,-7%,7%,3%,?,3%,-0.2%,26%,3,6%
COc1ccc(/C=C(\C#N)C(=O)ONC2=NCCCCC2)cc1,0%,-15%,2%,2%,4%,-6%,-0.1%,0%,4,-10%
O=C(NCc1n[nH]c(=S)n1-c1ccccc1)c1ccco1,-9%,17%,-3%,/,0%,0%[46.1 µM],-0.8%,1%,3,11%
CC(C)(CNS(C)(=O)=O)SCc1ccc(Cl)cc1,-1%,6%,1%,3%,-7%,1%,-0.3%,-10%,3,4%
O=C(O)C(Oc1ccc2ccccc2c1)c1ccccc1 (centres undefined),-6%,/,/,/,/,4%,/,2%,/,-3%
Cc1cc(C)c2c(N)c(C(=O)NC3CC3)sc2n1,-3%,-5%,-1%,1%,23%,2%,12%,14%,4,16%
O=C(O)Cc1ccc(Nc2cnn(C34CC5CC(CC(CC(=O)O)(C5)C3)C4)c(=O)c2Cl)cc1,5%,8%,3%,-7%,?,3%,-0.2%,13%,-1,-4%
O=C1Nc2ccccc2N=C(c2ccccc2)c2ccccc21,-4%,-1%,0%,0%,?,-6%,0.0%,41%,2,2%
CCc1ccc2c(c1)cc(CN(C(=S)Nc1ccccc1)C1CC1)c1nnnn12,0%,1%,-3%,3%,?,/,0.2%,0%,2,25%
O=S(=O)(c1ccc(N2CCOCC2)nc1)N(Cc1ccccn1)Cc1ccccn1,4%,-2%,0%,-5%,3%,8%,-0.2%,6%,2,-9%
CCCOC(=O)c1ccc(NC(=O)c2cn(CC)c3nc(C)ccc3c2=O)cc1,/,9%,-13%,1%,0%,/,-0.2%,/,-5,/
Cc1ccc(CNC(=O)c2ccc(CS(=O)(=O)c3ccccc3)o2)cc1,1%,8%,-7%,11%,?,5%,0.4%,-6%,0,-5%
O=C1CCN(CCc2ccccc2)CCN1[C@H](CO)Cc1ccccc1,/,-15%,/,-9%,-1%,-1%,-0.5%,-5%,-1,4%
COc1ccc(C(=O)N/N=C(\C)CC(=O)Nc2ccc3ccccc3c2)c(OC)c1,/,-22%,-12%,0%,6%,-4%,0.4%,20%,0,8%
COc1ccc(OC)c(C(c2nnnn2C2CCCC2)N2CCc3ccccc3C2)c1 (centres undefined),-3%,-2%,-2%,6%,-19%,-1%,-0.4%,-45%,?,-2%
CN(Cc1nccs1)C(=O)C1CCC(=O)N(CCc2cccc(F)c2)C1 (centres undefined),/,25%,5%,1%,?,0%,-0.3%,-17%,0,20%
CC1(C)CC(=O)C2=C(C1)C(c1cn(-c3ccccc3)nc1-c1ccccc1)C(C#N)=C(N)O2 (centres undefined),-3%,7%,?,9%,?,7%[46.1 µM],-0.6%,17%,12,-14%
O=C(c1cccc(F)c1F)N1CCCc2ccccc21,-2%,0%,8%,?,-8%,/,-0.8%,3%,26,0%
C=CCn1c(COc2cccc3ccc(C)nc23)nnc1SCC(N)=O,-2%,-5%,2%,3%,9%,-10%,0.3%,0%,-2,16%
CC(C)c1ccc(CNC(=O)C(=O)NCC2CCCO2)cc1 (centres undefined),-4%,6%,6%,0%,-8%,-5%,0.1%,-40%,6,-9%
CCN(CC)CCN(Cc1cc2ccc(C)cc2[nH]c1=O)C(=O)NC1CCCCC1,-1%,0%,-5%,4%,?,1%,0.1%,0%,1,-15%
O=C1C(=O)N(CCCN2CCOCC2)C(c2ccc(Cl)cc2)/C1=C(\O)c1ccc2c(c1)OCCO2 (centres undefined),-7%,15%,12%,11%,3%,-3%,0.6%,6%,1,0%
